PhoP GFP inhibition: Inhibition of PhoP regulon, Salmonella typhi GFP reporter cells, confirmation, 4 h (AID 1850). one-dose inhibition, % at 50 µM; IC50 in µM for titrated hits. actives 0.33% (n = 310,000). Salmonella Typhi PhoP-promoter GFP reporter, fluorescence, 4 h; higher % means a stronger effect; in the data active = a potency from the dose series; inconclusive = inhibition mostly from about 25% at the one dose, without a potency; inactive = the rest, 99 in 100 with inhibition below about 19%;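 also: 0% = induced wells with vehicle and 100% = uninduced wells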
inhibitors of VEEV: inhibitors of VEEV TC-83 cytopathic effect, confirmation, Vero cells (AID 588727). Vero cells, VEEV TC-83 cytopathic effect inhibition; higher % means a stronger effect. inhibition, % at 20 µM, or IC50 in µM where a hit was titrated. actives 0.13% (n = 350,000); in the data active = a potency from the dose series; inconclusive = inhibition mostly from about 14% at the one dose, without a potency; inactive = the rest, 99 in 100 with inhibition below about 12%; also: strong numbers were not always called active
tuberculosis growth: growth inhibition of non-replicating M. tuberculosis (AID 488890). Mycobacterium tuberculosis non-replicating, growth inhibition; higher % means a stronger effect. inhibition, % at 25 µM, or IC50 in µM where a hit was titrated. actives 0.39% (n = 320,000); in the data active = a potency from the dose series; inconclusive = inhibition mostly from about 82% at the one dose, without a potency; inactive = the rest, 99 in 100 with inhibition below about 76%;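 also: plate controls were DMSO cells for no effect and high antibiotic wells for full effect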
M. tuberculosis HTS: M. tuberculosis growth inhibition, HTS (AID 449762). M. tuberculosis H37Rv growth inhibition, 7H9 media; higher % means a stronger effect. one-dose inhibition, % at 25 µM; IC50 in µM for titrated hits. actives 0.59% (n = 330,000); in the data active = a potency from the dose series; inconclusive = inhibition above about 70% without an active follow-up result;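 also: bacterial growth assessed after seven days of incubation; strong numbers were not always called active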
influenza NS1A: NS1A inhibition, H1N1 influenza, cell based functional assay (AID 504329). inhibition, % at 12.5 µM, or IC50 in µM where a hit was titrated. actives 0.3% (n = 340,000). NS1A functional cell-based assay, percent inhibition; higher % means a stronger effect; in the data active = a potency from the dose series; inconclusive = inhibition above about 27% without an active follow-up result; also: strong numbers were not always called active
inhibitors of VEEV 10K pilot screen: second read-out of inhibitors of VEEV, no call of its own (marks repeat the call); inhibition, %; measured here: 10K pilot screen inhibition
Active calls of the source: *; i = inactive; ? = inconclusive; . = not tested or not shown. An unsorted share of the library (roughly 1.5% active in at least one column).

SMILES	PhoP GFP inhibition	inhibitors of VEEV	tuberculosis growth	M. tuberculosis HTS	influenza NS1A	others
Cc1noc(NS(=O)(=O)c2ccc(NC(=O)CCC3CCCCC3)cc2)c1C	2%	0.2%	28%	0%	-5%
COc1ccc(OC)c(CNCCc2ccc(OC)c(OC)c2)c1	7%	i	2%	-2%	-14%
CC(C)Oc1ccc(/C(O)=C2/C(=O)C(=O)N(CCN(C)C)C2c2ccco2)cc1 (centres undefined)	-6%	1.2%	24%	-5%	1%
Cn1c(N)c(S(=O)(=O)N2CCN(C(=O)c3ccco3)CC2)c(=O)n(C)c1=O	-8%	1.1%	2%	2%	-3%
O=C(O)CC(NC(=O)c1sc2ccccc2c1Cl)c1ccc(OC2CCCC2)cc1 (centres undefined)	-4%	0.8%	42%	-11%	3%
COc1ccc2nc(SCC(=O)NCc3ccccc3)[nH]c2c1	-2%	i	0%	-5%	-37%
COc1ccccc1-n1nnnc1SCC(=O)NCC1(N2CCCCC2)CCCCC1	.	i	.	.	-2%
CN(CC(=O)NCCc1ccc(S(N)(=O)=O)cc1)CC(=O)Nc1ccccc1Cl	.	2.2%	-22%	-10%	-4%
COc1cc(CNCc2cccs2)cc(Br)c1OC	-16%	i	11%	-1%	-19%
CC1CCCC(C)N1NC(=O)c1ccc(Cl)c(S(N)(=O)=O)c1 (centres undefined)	-11%	0.3%	-17%	2%	1%
Cc1nnc(NC(=O)COc2ccc3c(C)cc(=O)oc3c2)s1	5%	0.3%	-19%	-9%	2%
c1ccc2[nH]c(NCc3ccc4c(c3)OCO4)nc2c1	8%	1.2%	7%	2%	-8%	inhibitors of VEEV 10K pilot screen=0.0

In the list so far, these have an NH in an aromatic ring:
SMILES	PhoP GFP inhibition	inhibitors of VEEV	tuberculosis growth	M. tuberculosis HTS	influenza NS1A	others
COc1ccc2nc(SCC(=O)NCc3ccccc3)[nH]c2c1	-2%	i	0%	-5%	-37%
c1ccc2[nH]c(NCc3ccc4c(c3)OCO4)nc2c1	8%	1.2%	7%	2%	-8%	inhibitors of VEEV 10K pilot screen=0.0

(further entries)
SMILES	PhoP GFP inhibition	inhibitors of VEEV	tuberculosis growth	M. tuberculosis HTS	influenza NS1A	others
CCOc1ccc(NC(=O)c2ccc(NC(=O)Cc3n[nH]c(=O)c4ccccc34)cc2)cc1	-1%	i	2%	2%	1%
COc1ccc(C(C)NS(=O)(=O)Cc2ccccc2)cc1 (centres undefined)	-3%	i	0%	1%	-23%
CC(=O)Nc1ccc(NC(=O)C2CC(=O)N(c3cccc(Cl)c3)C2)cc1 (centres undefined)	-23%	2.3%	10%	14%	-1%
CCOc1ccc2nc(N(CCCN(C)C)C(=O)c3ccc(S(=O)(=O)N4CCCC4)cc3)sc2c1	-10%	0.9%	-8%	1%	19%
COCCn1c(SC(C)C(=O)NCC2CCCO2)nc2scc(-c3ccc(F)cc3)c2c1=O (centres undefined)	0%	4.0%	6%	15%	-5%
Cc1cc(NCCCN2CCOCC2)n2nc(C)c(-c3ccc(F)cc3)c2n1	-19%	i	.	4%	0%
CN(C)S(=O)(=O)c1cc(NC(=O)C[N+]23CCN(CC2)CC3)ccc1Cl	0%	0.4%	-16%	-7%	6%
Cc1ccnc(NC(=O)CCCc2c[nH]c3ccccc23)c1	-6%	10%	11%	-1%	-9%
S=P(NC1CCCCC1)(N1CC1)N1CC1	8%	i	21%	9%	0%
O=S(=O)(Nc1cccc(-c2ccc(N3CCCCCC3)nn2)c1)c1ccccc1F	-27%	4.6%	12%	8%	-7%
CCOc1ccccc1N1C(=O)NC(=O)/C(=C/c2ccc3c4c(cccc24)CC3)C1=O	-10%	?	4%	1%	17%
CCOc1ccc(N2CC(C(=O)NCCN3C(=O)S/C(=C/c4cccnc4)C3=O)CC2=O)cc1 (centres undefined)	.	1.6%	.	.	-1%
COc1ccc2c(CSc3nc4nc(C)cc(C)n4n3)cc(=O)oc2c1	0%	i	12%	-4%	6%
O=C(NCCCN1CCOCC1)c1cc2c(s1)CSC2	-5%	i	-3%	-8%	1%
COc1ccc(/C=N/Nc2nc(Nc3ccccc3)nc(N3CCCCC3)n2)cc1OC	4%	4.5%	80%	?	2%
O=C(Cc1ccccc1)Nc1cccc([N+](=O)[O-])c1	-5%	i	-3%	1%	8%
O=C(O)COc1ccc(/C=C/C(=O)c2ccc(C3CCCCC3)cc2)cc1	6%	8.8%	40%	-7%	2%
CN1CCN(c2ccc(NC(=S)NC(=O)c3cccc4c(Br)cccc34)cc2)CC1	3%	2.0%	74%	-1%	1%
CC(=NNC(=O)c1cccc(S(=O)(=O)N2CCCC2)c1)c1ccccc1	.	0.9%	9%	-2%	-1%
COCCN(Cc1nc(C(c2ccccc2)c2ccccc2)no1)C(C)C	-3%	0.4%	-6%	2%	0%
CCn1c(SCC(=O)C(C)(C)C)nnc1-c1cnccn1	2%	0.2%	11%	-4%	5%
CCOc1ccc(NC(=O)CCSc2ccc3ccccc3n2)cc1	-6%	i	29%	?	13%
CCC1(c2ccccc2)NC(=O)N(CC(=O)N(c2ccccc2)C2CCS(=O)(=O)C2)C1=O (centres undefined)	.	0.4%	15%	-4%	-26%
CCN(CC)S(=O)(=O)c1cccc(NC(=O)COC(=O)c2cccs2)c1	5%	1.8%	8%	-3%	3%
COc1ccc(CNC(=O)CN(c2ccc(OC)cc2)S(=O)(=O)c2c(C)nn(C)c2C)cc1	-5%	4.7%	-11%	-5%	-8%
c1ccc2c(c1)NC1(CCCC1)n1c-2nc2ccccc21	-8%	0.1%	17%	-4%	3%
CCCc1nc2c(c(=O)c3ccccc3n2C)c(=O)n1C1CCCCCC1	2%	13%	39%	-1%	12%
CC(=O)COc1cc(C)cc2oc(=O)c(C)c(C)c12	0%	0.1%	13%	-4%	12%
Cc1cc(C)c(OCC(=O)Nc2ccc(S(=O)(=O)N3CCCC3)cc2)c(C)c1	0%	6.5%	3%	-5%	2%
COc1ccccc1N(CC(=O)NC(C)(C)C)C(=O)C1CSC(=O)C1 (centres undefined)	-4%	6.2%	8%	-1%	-2%
COc1cccc(C(=O)NCC2(c3ccccc3)CCCC2)c1	-1%	0.2%	44%	-2%	-4%
COCc1cc(C)n(CC(=O)NCc2ccccc2)c(=O)c1C#N	-1%	0.3%	2%	-4%	4%	inhibitors of VEEV 10K pilot screen=0.7
O=S(=O)([N-]c1nc2ccccc2nc1-[n+]1ccccc1)c1ccc(Cl)cc1	0%	9.7%	4%	4%	-2%
N/C(=N\OC(=O)CCCOc1ccccc1)c1ccc([N+](=O)[O-])cc1	11%	1.3%	31%	58%	1%
COC(=O)C1=C(c2ccc(OC)c(OC)c2)C[C@@H]2CC[C@H]1N2C(=O)N1CCC(C)CC1	.	0.1%	2%	-9%	-26%
Cc1ccc2c(c1)N(S(=O)(=O)c1ccc(F)cc1)C(C(C)(C)C)CO2 (centres undefined)	4%	0.9%	17%	-9%	2%	inhibitors of VEEV 10K pilot screen=2.0

Arranged by length of the SMILES (smallest number first): part of the list above.
SMILES	PhoP GFP inhibition	inhibitors of VEEV	tuberculosis growth	M. tuberculosis HTS	influenza NS1A	others
CCn1c(SCC(=O)C(C)(C)C)nnc1-c1cnccn1	2%	0.2%	11%	-4%	5%
COc1cccc(C(=O)NCC2(c3ccccc3)CCCC2)c1	-1%	0.2%	44%	-2%	-4%
COCc1cc(C)n(CC(=O)NCc2ccccc2)c(=O)c1C#N	-1%	0.3%	2%	-4%	4%	inhibitors of VEEV 10K pilot screen=0.7
CCCc1nc2c(c(=O)c3ccccc3n2C)c(=O)n1C1CCCCCC1	2%	13%	39%	-1%	12%
COc1ccccc1N(CC(=O)NC(C)(C)C)C(=O)C1CSC(=O)C1 (centres undefined)	-4%	6.2%	8%	-1%	-2%
CCN(CC)S(=O)(=O)c1cccc(NC(=O)COC(=O)c2cccs2)c1	5%	1.8%	8%	-3%	3%
N/C(=N\OC(=O)CCCOc1ccccc1)c1ccc([N+](=O)[O-])cc1	11%	1.3%	31%	58%	1%
Cc1ccc2c(c1)N(S(=O)(=O)c1ccc(F)cc1)C(C(C)(C)C)CO2 (centres undefined)	4%	0.9%	17%	-9%	2%	inhibitors of VEEV 10K pilot screen=2.0
Cc1cc(C)c(OCC(=O)Nc2ccc(S(=O)(=O)N3CCCC3)cc2)c(C)c1	0%	6.5%	3%	-5%	2%
COc1ccc(CNC(=O)CN(c2ccc(OC)cc2)S(=O)(=O)c2c(C)nn(C)c2C)cc1	-5%	4.7%	-11%	-5%	-8%
CCC1(c2ccccc2)NC(=O)N(CC(=O)N(c2ccccc2)C2CCS(=O)(=O)C2)C1=O (centres undefined)	.	0.4%	15%	-4%	-26%
COC(=O)C1=C(c2ccc(OC)c(OC)c2)C[C@@H]2CC[C@H]1N2C(=O)N1CCC(C)CC1	.	0.1%	2%	-9%	-26%

Other results follow.
SMILES	PhoP GFP inhibition	inhibitors of VEEV	tuberculosis growth	M. tuberculosis HTS	influenza NS1A	others
O=C(CCN1C(=O)c2ccccc2C1=O)Nc1ccc2c(c1)OCCO2	2%	i	-12%	-4%	-3%
COc1ccccc1C(=O)NC(=S)Nc1ccccc1N1CCCCC1	-6%	5.7%	12%	22%	-9%
CN(C)C(=O)c1ccc(NC(=O)COC(=O)C2=COCCO2)cc1	3%	0.6%	9%	-6%	-8%
COc1cc(OC)cc(C(=O)NCC(=O)N2CCN(c3ccc(O)cc3)CC2)c1	4%	0.3%	27%	-12%	-3%
O=C1CCCN1C(=O)COc1ccc([N+](=O)[O-])cc1	1%	0.8%	-2%	-3%	1%
CCN(CC)CCNC(=O)CCc1nnc2ccc(N3CCC(C)CC3)nn12	0%	0.1%	-4%	4%	-6%
CCCCN(C(=O)c1ccc(-c2ccc(Cl)cc2)o1)c1c(N)n(CCC)c(=O)[nH]c1=O	.	6.7%	65%	0%	-1%
O=C(CSc1nnc(CNC(=O)c2cccs2)o1)Nc1cccc(C(F)(F)F)c1	6%	0.5%	-9%	-8%	-4%
COC(=O)Cc1ccc(NC(C)=O)cc1	.	1.3%	-10%	-4%	9%
CCn1nc(C(=O)OCc2cccc(S(=O)(=O)N(C)C)c2)c2ccccc2c1=O	10%	0.3%	-4%	-5%	-15%
O=C1C=C(NCc2ccco2)CCC1	-3%	0.8%	-5%	-2%	0%
O=C(Nc1cccc(S(=O)(=O)N2CCOCC2)c1)C12CC3CC(CC(C3)C1)C2	.	1.6%	-5%	-5%	4%
CSc1nnc(-c2cc3c(s2)-c2ccccc2CC3)o1	-9%	3.7%	76%	?	-22%
COc1ccc(CNC(=O)Cn2cccc2C(=O)c2ccccc2)cc1	1%	1.1%	6%	2%	7%
CN(Cc1ccccc1Cl)C(=O)C1CCC(=O)N(C2CCCCCC2)C1 (centres undefined)	.	0.3%	.	.	-2%
FC(F)(F)c1ccc(Cl)c(-n2c(Cc3cccs3)n[nH]c2=S)c1	2%	3.3%	-17%	-8%	3%
COc1ccc2c(c1)C(SCC(=O)NCCc1ccc(Cl)cc1)CC(C)(C)O2 (centres undefined)	-5%	6.1%	16%	-6%	4%
Cc1cccn2cc(-c3cccc(S(=O)(=O)N4CC(C)OC(C)C4)c3)nc12 (centres undefined)	4%	i	10%	6%	-17%
C=CCc1ccc(OCCCCNC2CCCC2)c(OC)c1	4%	i	21%	-1%	6%
O=C(Nc1ccc(N2CCCC2)cc1)c1ccccc1F	2%	1.3%	66%	5%	-2%
COc1ccc(C(=O)NCC(=O)NCC(c2ccco2)N(C)C)cc1OC (centres undefined)	2%	i	-10%	-2%	1%
Cc1cc(NC(=O)c2ccc(Cl)cc2)ccc1NC(=O)c1ccccc1Cl	-1%	0.3%	35%	46%	5%
CN(CCc1nc2ccccc2[nH]1)Cc1nc(CC2CC2)no1	-2%	0.4%	-21%	-5%	-14%
O=C(N[C@@H](Cc1ccccc1)C(=O)OCc1ccccc1)c1nc[nH]c1C(=O)N1CCN(c2ccccc2)CC1	12%	0.5%	53%	?	5%
CN(CC(=O)NCC(c1ccccc1)N1CCCC1)S(=O)(=O)c1ccc(Cl)cc1 (centres undefined)	.	3.1%	45%	1%	3%
COc1ccc(-c2cc(=O)oc3cc4occ(C)c4cc23)cc1	-3%	5.8%	13%	0%	0%
CSc1ncccc1C(=O)OCC(=O)c1cccc(Br)c1	2%	1.8%	18%	8%	10%
CCC(CC)c1nnc(NC(=O)CN2C(=O)c3ccccc3C2=O)s1	9%	0.9%	-19%	4%	3%
Cc1ccccc1/C=N/NC(=O)Cn1cnc([N+](=O)[O-])n1	-1%	i	-2%	-13%	1%
O=C1C2C3C=CC(C3)C2C(=O)N1Nc1ccc([N+](=O)[O-])cc1[N+](=O)[O-] (centres undefined)	-4%	i	-8%	-5%	-1%

Compound activity deposited in PubChem BioAssay by Southern Research Specialized Biocontainment Screening Center.
